# CCT modulator: High-Throughput Screening for Modulators of Cytosolic Chaperonin Activity | purified chaperonin ATPase assay, HTRF ADP detection, 30 min | activity change, % (test concentration not listed), hits read low | 0.3% of 360,000 active; in the data active = activity change below about -30%; also: % is scaled to controls: 0 for no effect and ±100 for the full control effect
#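 First, chaperonin was dispensed at 40 nM or 20 nM final depending on batch activity. Next, compounds were pinned at 76 uM and ATP added at 10 uM. After 30 min at 37 °C, ADP detection reagents ran 30 min at ambient temperature.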
# EPAC2 ag: qHTS for Agonist of cAMP-regulated guanine nucleotide exchange factor 4 (EPAC2): primary screen; Rap guanine nucleotide exchange factor 4 (Homo sapiens), Q8WZA2; EPAC2 activation, biochemical qHTS; response scale: 100% = 6.5 mM cAMP response; Potency, µM (top dose mostly 154 µM), inactives show top-dose activation, usual class: activators; 0.079% of 360,000 active; AID 720711, 2013; also: potency is read from the fitted curve at half-maximal effect; nearly all actives have a fitted effect of over 50% in size
# Target sequence (Q8WZA2 whole entry, looked up): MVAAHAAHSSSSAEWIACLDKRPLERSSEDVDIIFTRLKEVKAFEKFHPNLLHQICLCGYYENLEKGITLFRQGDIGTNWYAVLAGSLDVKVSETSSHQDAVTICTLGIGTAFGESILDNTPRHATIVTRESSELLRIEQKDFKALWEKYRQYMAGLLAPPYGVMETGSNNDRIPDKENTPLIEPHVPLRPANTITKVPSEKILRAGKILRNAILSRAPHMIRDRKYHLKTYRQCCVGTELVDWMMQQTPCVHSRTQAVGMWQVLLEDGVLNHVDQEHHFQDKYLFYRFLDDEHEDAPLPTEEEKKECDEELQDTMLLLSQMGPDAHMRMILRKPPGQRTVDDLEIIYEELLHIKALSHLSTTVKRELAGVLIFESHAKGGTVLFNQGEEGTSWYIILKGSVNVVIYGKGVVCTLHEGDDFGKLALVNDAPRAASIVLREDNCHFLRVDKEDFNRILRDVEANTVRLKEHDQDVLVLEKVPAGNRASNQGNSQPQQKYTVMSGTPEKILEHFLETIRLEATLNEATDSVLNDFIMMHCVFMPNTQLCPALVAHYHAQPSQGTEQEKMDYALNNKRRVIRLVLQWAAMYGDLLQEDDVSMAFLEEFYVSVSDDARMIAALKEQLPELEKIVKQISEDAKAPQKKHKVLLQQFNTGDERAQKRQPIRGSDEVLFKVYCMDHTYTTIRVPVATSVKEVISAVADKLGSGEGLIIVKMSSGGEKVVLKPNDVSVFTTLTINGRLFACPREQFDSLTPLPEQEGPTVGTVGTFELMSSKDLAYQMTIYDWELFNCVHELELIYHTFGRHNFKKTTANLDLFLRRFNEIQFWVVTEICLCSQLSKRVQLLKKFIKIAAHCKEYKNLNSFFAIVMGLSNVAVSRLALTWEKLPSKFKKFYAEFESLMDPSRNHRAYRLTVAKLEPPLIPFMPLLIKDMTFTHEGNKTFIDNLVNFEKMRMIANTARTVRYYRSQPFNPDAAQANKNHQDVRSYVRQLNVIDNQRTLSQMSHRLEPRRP
#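 EPAC2 (100 nM) mixed with Rap1B loaded with BODIPY-GDP (250 nM) plus 50 uM unlabeled GDP; compounds pinned in, 5 min RT, then read every 5 min for 30 min (ex 480, em 540 nm). Normalized to cAMP control.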
# D3 antag: qHTS of D3 Dopamine Receptor Antagonist: qHTS. D(3) dopamine receptor (Homo sapiens), P35462. D3R cells, DiscoveRx beta-arrestin luminescence, antagonist mode; active compounds read low. max response, negative = inhibition, %. 2.5% of 360,000 active; in the data active = max response below about -50%; inconclusive = no clear call, values can overlap the other calls; also: % is scaled to controls: 0 for no effect and ±100 for the full control effect; mostly tested at two doses, the higher about 12 µM
#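 Cells expressing the human receptor were seeded at 1500 cells/well, incubated overnight at 37 degrees C in 5% CO2, then exposed to library compounds with dopamine controls for 90 minutes at 37 degrees C before luminescent detection.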
# Akt phos inh: HTS Assay for Inhibitors of Akt Phophorylation: Primary Screen | AID 651550, 2012 | activity change, % for hits at 50 µM | Neuro2A IGF-stimulated pAkt S473 HTRF, 20 min; active compounds read low | 0.32% of 360,000 active; in the data active = activity change below about -80%; inconclusive = mostly about -51% to -80%; also: % is scaled to controls: 0 for no effect and ±100 for the full control effect
#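 Neuro2A cells (4,500/well, DMEM with 0.5% FBS) were treated with compound at a single 50 µM final concentration, stimulated with 6 nM IGF for 20 min at 37 °C, and lysed. Phospho-Akt Ser473 was read by HTRF as 665/615 ratio ×10^4.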
# DRD3 agonist: qHTS of D3 Dopamine Receptor Agonist: qHTS. 0.58% of 410,000 active. max activation, %. D(3) dopamine receptor (Homo sapiens), P35462. D3R DiscoveRx beta-arrestin cells, luminescence, 90 min; in the data active = max activation above about 30%; also: 0% is about no effect; mostly tested at two doses, the higher about 12 µM
#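 Cells at 1500/well, incubated overnight, then treated with pinned compounds (dopamine as control) for 90 min at 37 degrees C. DiscoveRx reagent added for 30 - 60 minutes at room temperature; luminescence read.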
# MmCpn inh: Inhibitors of TCP-1 ring complex (TRiC) of Methanococcus maripaludis (MmCpn): qHTS | purified Mm-Cpn ATPase, ADP Transcreener TR-FRET | AID 504842, 2011 | Chaperonin Mm-Cpn (Methanococcus maripaludis) | Potency, µM (highest dose often 76.9 µM), without a hit: top-dose activity, negative = inhibition, most hits filed as inhibitors | 0.031% of 330,000 active; also: potency is read from the fitted curve at half-maximal effect; % is scaled to controls: 0 for no effect and ±100 for the full control effect; nearly all actives have a fitted effect of over 80% in size
#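 25 nM Mm-CPN + cpd, 10 min 37°C; + 10 uM ATP, 30 min 37°C; buffer 30 mM Tris pH 7.4, 100 mM KCl, 5 mM MgCl2, 1 mM DTT; Transcreener ADP HTRF detection 30 min RT.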
# EPAC2 antagonist: qHTS for Antagonist of cAMP-regulated guanine nucleotide exchange factor 2 (EPAC2): primary screen; Rap guanine nucleotide exchange factor 4 (Homo sapiens), Q8WZA2; EPAC2 GEF exchange of Rap1B-BODIPY-GDP, fluorescence; Potency, µM (top dose mostly 114 µM), without a hit: at the top dose activity, negative = inhibition, hits mostly inhibitors; 0.18% of 360,000 active; AID 720708, 2013; also: potency is read from the fitted curve at half-maximal effect; % is scaled to controls: 0 for no effect and ±100 for the full control effect; nearly all actives have a fitted effect of over 45% in size; many of its hits are not listed in these tables
# PTHR1 ag: qHTS for PTHR1 Agonists: Primary Screen. Parathyroid hormone/parathyroid hormone-related peptide receptor (Homo sapiens), Q03431. HEK293 GP2 PTHR1 cells, GloSensor cAMP luminescence, 1 h. Potency, µM (doses to about 115 µM), for inactives: at the top dose activation, actives largely listed as activators. 0.075% of 410,000 active. AID 743266, 2014; also: potency is read from the fitted curve at half-maximal effect; nearly all actives have a fitted effect of over 55% in size; some results filed as inactive show a strong effect at the top dose; inactives centre near -15; many of its hits are not listed in these tables
#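 HEK-293-derived GP2 cells expressing PTHR1 and a GloSensor cAMP reporter, 3,000/well, plated overnight, given luciferin plus IBMX (each 0.5 mM as added) for 1 h at 37 °C, then compound for 1 h at 37 °C. Luminescence was read after 15 min at room temperature.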
# * marks the source's active call; other numbers are inactive results; i = inactive; ? = inconclusive; . = not tested or not shown; [ ] = dose if it differs, or a comment. Unless noted, calls follow the shape of the dose curve; as a rule, active = well fitted curve in the direction sought with a large enough effect; inconclusive = small, poorly fitted or top-dose-only effect, or another doubt; inactive = no such curve, though single readings can be large; an effect the other way counts as inactive or inconclusive. An excerpt; the hit share may differ from the screen's.
SMILES,CCT modulator,EPAC2 ag,D3 antag,Akt phos inh,DRD3 agonist,MmCpn inh,EPAC2 antagonist,PTHR1 ag
NS(=O)(=O)c1ccc(CCNC(=O)c2ccc(Cl)s2)cc1,-0.5,7.5%,?,i,-6.8,2.2%,0.9%,i
COCCNC(=O)/C(C#N)=C/c1ccc2c(c1)OCO2,4.9,1.3%,-17.0,i,-3.9,0.4%,9.0%,i
CC1CC(=O)Nc2ccccc2N1S(=O)(=O)c1ccc(C#N)cc1 (configuration not stated),1.2,2.2%,15.0,i,-6.8,-1.6%,15.0%,-11.0%
CCOC(=O)C1=CCC(c2ccc(Cl)cc2)N(S(=O)(=O)c2ccc(C)cc2)C1 (configuration not stated),1.1,4.8%,?,i,-13.8,.,-3.7%,i
COc1ccc(-n2c(SCC(=O)/C(C#N)=C(\C)N)nc3ccccc3c2=O)cc1OC,-1.8,-3.1%,18.5,i,7.8,-0.9%,-4.3%,-25.0%
CCCCC1CC(CSC(=N)N)OC1=O (configuration not stated),-0.9,2.0%,-12.3,i,-0.5,2.2%,16.9%,i
Cc1ccc(-c2cc(-c3ccc(C)o3)nc(N)c2C#N)cc1,-3.2,0.0%[15.6 µM],?,.,-8.1,-2.1%,-15.3%,i
Cc1ccc(NC(=O)CCC(=O)NNS(=O)(=O)c2ccccc2)c(C)c1,0.3,1.8%,1.8,i,-3.2,0.3%,-3.5%,i
C#CC(C)(CC)NC(=O)c1cc2cccc(CC=C)c2oc1=O (configuration not stated),0.0,-5.3%,-0.4,i,16.4,-2.4%,-3.9%,27.7%
Cc1ccc(S(=O)(=O)N(C)C)cc1NC(=O)C(C)OC(=O)/C=C/c1cccs1 (configuration not stated),-1.5,1.9%,11.3,i,-0.6,-6.3%,-6.3%,-1.4%
Cc1cc(C(=O)NCC(=O)OCC(=O)N2CCCCCC2)ccc1[N+](=O)[O-],-0.2,-2.0%,1.3,i,5.4,-1.6%,-2.9%,i
Cn1cccc1CC(=O)NNC(=O)Nc1ccccc1F,-1.3,-1.3%,26.1,i,4.2,-0.9%,11.7%,i
Cc1nc2cc(C(=O)OCC(=O)Nc3ccc(C#N)cc3)ccc2n1-c1ccccc1,1.6,-2.5%,6.8,i,-3.6,-2.6%,9.5%,-24.6%
CCOC(=O)c1sc(NC(=O)/C=C/c2ccc(F)cc2)nc1C,-2.0,6.6%,2.4,i,0.7,0.8%,2.1%,i
CCS(=O)(=O)N1CCC(C(=O)Oc2ccc(C)c(C)c2)CC1,1.4,7.0%,-8.9,i,3.6,0.6%,-8.4%,-0.6%
CCOC(=O)c1cnc2nc(N3CCOCC3)nn2c1N,-1.3,15.2%,-1.6,i,-1.4,-1.8%,2.5%,i
O=C(c1ccccc1)c1ccccn1,-0.4,0.6%,1.0,i,0.9,0.4%,5.9%,i
C[C@H](CO)N1C[C@H](C)[C@@H](CN(C)C(=O)Nc2ccc(C(F)(F)F)cc2)Oc2ccc(NC(=O)NC3CCCCC3)cc2C1=O,0.9,-17.8%,30.5,i,6.0,0.5%,-8.1%,i
CC(OC(=O)c1cccnc1)C(=O)NCc1ccc2c(c1)OCO2 (configuration not stated),-1.5,4.2%,2.3,i,4.9,0.0%,-0.1%,i
O=C(O)CCc1ccc(S(=O)(=O)N2CCOCC2)cc1,0.3,8.3%,4.8,i,2.1,-0.7%,0.5%,i
CC(C)COP(=O)(OCC(C)C)C(O)c1ccc(N(C)C)cc1 (configuration not stated),-1.4,0.3%,-2.3,i,7.2,-0.3%,-5.7%,-5.8%
O=C(c1ccc(COc2ccc(Cl)cc2Cl)o1)N1CCCC1,-1.9,0.2%,-2.9,i,-7.1,-0.6%,-1.7%,-34.9%[inhibitor]
CN(C(=O)CN(c1ccccc1)S(=O)(=O)c1ccc(F)cc1)C1CCS(=O)(=O)C1 (configuration not stated),-0.7,5.9%,-11.8,i,4.0,2.9%,-4.2%,-2.7%
COc1ccc(OCC(=O)N/N=C(\C)c2ccc(-n3ccnc3)cc2)cc1,-0.6,3.1%,-11.7,i,-1.9,-2.7%,8.7%,i
CC1(C)CC(=O)c2cnc(NCc3ccco3)nc2C1,-0.3,-2.0%,0.0,i,-6.0,-0.8%,-5.9%,-10.0%
CCN1CCN(Cc2ccc(NC(=O)Nc3ccccc3OC)cc2)CC1,-3.3,7.7%,-72.4*,i,-23.5,2.5%,3.0%,-10.2%
CN(C)Cc1ccccc1C(O)(c1ccccc1)c1ccccc1,-1.0,-0.5%,5.7,i,-1.6,1.4%,-4.5%,-5.3%
CC1(C)Cc2c(c(N3CCCC3)nc3sc4c(N5CCN(CCO)CC5)ncnc4c23)CO1,1.9,-5.3%,15.3,i,18.9,-1.7%,-6.5%,0.9%[57.5 µM]
CC1CCCCN1CCn1c(=S)[nH]c2cc3c(cc2c1=O)OCO3 (configuration not stated),0.1,-2.3%,6.5,i,-4.9,0.7%,-0.5%,-21.8%
CC(C)NC(=O)C1(C)Cc2c(-c3ccc(N(C)C)cc3)ccnc2O1 (configuration not stated),1.4,0.8%,9.9,i,4.5,.,3.9%,-14.5%
CCOC(=O)[C@]12CCCC=C1N(Cc1ccccc1)C(=O)[C@H](CC(=O)NCc1ccc(C)o1)C2,.,5.9%,13.7,i,4.2,.,4.0%,-20.6%
CC(=O)N1CCN(CC(=O)Nc2ccccc2C(=O)NCc2ccc(C)cc2)CC1,-3.4,9.9%,6.7,i,5.9,-2.2%,-1.3%,i
CCN(c1ccccc1)S(=O)(=O)c1ccc(C(=O)Nc2ccccn2)cc1,1.9,0.9%,15.8,i,-1.2,-2.7%,-2.4%,-9.5%
CCNC(=O)C(=O)N/N=C/c1cc([N+](=O)[O-])ccc1O,0.5,1.9%,?,i,4.0,-0.2%,7.4%,i
Cc1cc(C(=O)O)ccc1-n1c(C)cc(C=C2C(=O)c3ccccc3C2=O)c1C,-2.5,-1.3%,-22.0,i,0.2,-0.1%,-15.1%,-23.5%
Cc1ccc(C(=O)NCC(=O)OCc2c(F)cccc2Cl)cc1,2.0,-0.4%,15.1,i,-0.8,0.2%,8.6%,i
CCc1ccc2nc(SCC(=O)N(CC)CC)c(C#N)cc2c1,0.1,-11.3%,12.1,i,-1.7,0.3%,9.4%,-36.6%[inhibitor]
O=C(N/N=C1/CC2CCC1C2)c1cc2ccccc2cc1O (configuration not stated),-1.0,6.1%,-7.6,i,-0.7,-8.8%,-1.0%,i
O=C(O)COc1ccccc1/C=N/NC(=O)Cc1ccccc1,0.4,10.2%,-8.5,i,2.3,1.6%,0.1%,-21.1%
CCC(=O)N1CCN(c2ccc(NC(=O)c3ccc4c(c3)OCO4)cc2)CC1,-1.9,0.9%,9.3,i,0.5,-4.7%,8.8%,i
COc1ccc(-c2nc(NC(=O)CSCCO)sc2C)cc1,-56.0*,-4.1%,13.7,i,-0.9,-1.6%,-5.4%,i
COC(=O)C(C)NC(=O)c1ccc(C(C)(C)C)cc1 (configuration not stated),0.1,3.6%,3.4,i,0.1,0.3%,2.3%,-3.5%
COc1ccc(/C=N\NC(=O)c2c(C)nc3ccc(Br)cn23)cc1,-1.7,-0.2%,-19.6,i,-2.3,0.7%,18.1%,-4.7%
CCN(CC(=O)NCc1cccs1)C(=O)c1ccc(S(=O)(=O)N(CC)c2ccccc2)cc1,1.3,12.1%,-2.3,i,2.0,-2.7%,4.9%,-17.0%
COCC1CCCN(Cc2cn[nH]c2-c2cc3ccccc3o2)C1 (configuration not stated),0.9,3.8%,-9.9,i,-21.7,-3.3%[15.4 µM],3.6%,i

# Four entries from above, ordered by count of non-hydrogen atoms, ascending.
SMILES,CCT modulator,EPAC2 ag,D3 antag,Akt phos inh,DRD3 agonist,MmCpn inh,EPAC2 antagonist,PTHR1 ag
COc1ccc(-c2nc(NC(=O)CSCCO)sc2C)cc1,-56.0*,-4.1%,13.7,i,-0.9,-1.6%,-5.4%,i
CCN(c1ccccc1)S(=O)(=O)c1ccc(C(=O)Nc2ccccn2)cc1,1.9,0.9%,15.8,i,-1.2,-2.7%,-2.4%,-9.5%
Cc1cc(C(=O)O)ccc1-n1c(C)cc(C=C2C(=O)c3ccccc3C2=O)c1C,-2.5,-1.3%,-22.0,i,0.2,-0.1%,-15.1%,-23.5%
CCN(CC(=O)NCc1cccs1)C(=O)c1ccc(S(=O)(=O)N(CC)c2ccccc2)cc1,1.3,12.1%,-2.3,i,2.0,-2.7%,4.9%,-17.0%

# Later entries.
SMILES,CCT modulator,EPAC2 ag,D3 antag,Akt phos inh,DRD3 agonist,MmCpn inh,EPAC2 antagonist,PTHR1 ag
CC(=O)Oc1ccc(Cn2cnc3cc4ccccc4cc32)cc1,-5.3,-5.5%,1.7,i,-2.3,-0.1%,-8.2%,-19.4%[57.5 µM]
CN1CCCN(c2ncnc3scc(-c4ccc(F)cc4)c23)CC1,1.6,1.2%,2.2,i,-5.3,-1.6%,4.1%[57.1 µM],i
O=C(COC(=O)c1ccco1)NC1CCCCC1,-0.7,2.0%,-3.7,i,-2.8,2.4%,-5.4%,-9.6%
O=[N+]([O-])c1ccc2nc(NCCCO)nc(-c3ccccc3)c2c1,-0.4,11.5%,-18.8,i,-7.2,0.3%,7.4%,11.4%
COc1cccc(N2CC(O)Cn3c2nc2c3c(=O)[nH]c(=O)n2C)c1 (configuration not stated),0.7,12.4%,-15.4,i,-0.3,2.8%,-16.6%,-6.3%
COC(=O)c1ccc(N=NN2CCCCC2)cc1,-1.6,9.5%,-3.1,i,1.0,-0.9%,-9.2%,-4.9%
Cc1c(N2C(=O)c3cccc4cccc(c34)C2=O)cnn1C,-1.8,8.8%,-4.3,i,-1.8,2.5%,-1.6%,i

# Assay outcomes deposited in PubChem BioAssay by National Center for Advancing Translational Sciences (NCATS).
